# p53 reactivator = restores transcriptional activity of mutant p53. H1299 p53-A138V BP100-luciferase reporter, luminescence, 24 h. Potency, µM (titrated, usually from 92.2 µM), for inactives: at the top dose activity change, positive = activation, actives largely listed as activators. hit rate 0.063% among 320,000. AID 504706; further: potency means the concentration at half of the fitted maximal effect; % of control where 0% means no effect; nearly all actives have a fitted effect of over 45% in size
#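 p53-null H1299 cells stably carrying temperature-sensitive p53-A138V and a BP100-luciferase reporter were pinned with compounds (4-point, 1:5 series) and held 24 hrs at 37 deg C. Luminescence was read 10 min after detection reagent.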
# TCR act = activators of T cell receptors; primary human leukocytes, anti-CD3, IL-2 HTRF, 48 h; Potency, µM (doses to about 9.22 µM), inactives show at the highest dose activation of IL-2 secretion, hits mostly activators; 330,000 tested, under 10 active; AID 504894; further: % of control where 0% means no effect
#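 Human primary leukocytes + a-CD3 beads + cpd, 48 hr; IL-2 in supernatant by HTRF (ex 320nm / em 665nm). No co-stimulatory signal supplied.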
# TRPV1 ag = activates the human vanilloid receptor TRPV1; Q8NER1; TRPV1-expressing cells, Fluo-8 calcium influx, agonist mode; activation, % at 8.33 µM; hit rate 0.19% among 320,000; in the data active means activation above about 80%; inconclusive means between about 30% and that limit; further: 0% is about no effect
#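 TRPV1-expressing cells were cultured overnight at 35.5C and loaded with Fluo-8 calcium dye for 40 to 90 min at room temperature. After a 10 s baseline, compound was added and calcium influx was read kinetically for 3 min (ex 480/em 520 nm).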
# Integrin act MD = activators of alpha7 integrin expression for muscular dystrophy; alpha7betagal myoblasts, beta-gal FDG fluorescence, 48 h; Potency, µM (highest dose often 38.3 µM), inactives show at the highest dose activation, actives largely listed as activators; hit rate 0.064% among 350,000; AID 624291;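 further: potency means the concentration at half of the fitted maximal effect; 100% = response of the positive control SU9516; nearly all actives have a fitted effect of over 60% in size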
#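 Alpha7betagal+/- myoblasts (passage 13) were plated 16-24 hr, then exposed to compounds (1:260 dilution of DMSO stock) for 48 hours at 37C. After MPER lysis, β-galactosidase reporter activity was read as FDG fluorescence (ex 480/em 540) after 30 minutes.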
# ELG1 repair inh = inhibitors of ELG1-dependent DNA repair in HEK293T cells. HEK293T ELG1-luciferase reporter, luminescence, 16 h; DNA damage induced by 5-fluorouridine. Potency, µM (top dose mostly 46.1 µM), without a hit: top-dose activity change, negative = inhibition, hits mostly inhibitors. hit rate 2.3% among 330,000; further: potency means the concentration at half of the fitted maximal effect; on the % scale 0 is the no-effect control and ±100 the full control effect; nearly all actives have a fitted effect of over 55% in size
#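 In this reporter screen, reduction of luminescence relative to DMSO vehicle indicated activity. Compounds and 5-fluorouridine were added together to 2,000 cells per well, incubated for 16 hr at 37 °C, then developed with ONE-Glo.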
# A-T KAP1 phos = potential ataxia-telangiectasia treatments restoring KAP-1 phosphorylation | […] A-T fibroblasts, KAP-1 phosphorylation AlphaLISA; neocarzinostatin DNA damage 30 min before lysis | Potency, µM (titrated, usually from 57.5 µM), for inactives: at the top dose activation, most hits filed as activators | hit rate 0.19% among 320,000 | AID 485349; further: potency means the concentration at half of the fitted maximal effect; % of control where 0% means no effect; nearly all actives have a fitted effect of over 45% in size
#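 hTERT-immortalized A-T patient fibroblasts ([…]), 500 cells/well in OPTI-MEM, 1% FBS, got compounds for 60 min, then NCS for 30 min at 37C. Lysates were then assayed for phospho-KAP-1 by AlphaLISA (anti-pKAP1 donor, anti-KAP1 acceptor beads), 6 hr at 25C.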
# BRCA1 expr up = increases BRCA1 expression; MCF7-BRCA1-FFLuc reporter, luminescence, 48 h; response scale: scaled: vehicle 0%, 10 µM genistein 100%; hit rate 1.1% among 380,000; Potency, µM (top dose mostly 46.1 µM), inactives show top-dose activation, usual class: activators; further: potency means the concentration at half of the fitted maximal effect; nearly all actives have a fitted effect of over 80% in size; some results filed as inactive show a strong effect at the top dose
#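 Cells: MCF7-BRCA1-FFLuc, 2000/well. Exposure: 48 h, 37 °C, 5% CO2. Read: luminescence, 15 min post-substrate. Controls: genistein 10 microM (maximal activation), DMSO (neutral).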
# PTAP TSG101 blk = blocks PTAP/TSG101 interaction to inhibit HIV-1 budding. Q99816. AID 493005. Potency, µM (titrated, usually from 115 µM), for the others: at the highest dose activity change, negative = inhibition, usual class: inhibitors. Fluorescence polarization, FITC-PTAP peptide / Tsg101 binding. 340,000 tested, under 10 active; active means well fitted inhibition curve with a large enough effect in the main read-out, with a control signal flat, not every such curve was filed as active; inconclusive means small, poorly fitted or top-dose-only effect, or effect the other way, or a change in a side signal; inactive means no such curve, though single readings can be large or run the other way; further: potency means the concentration at half of the fitted maximal effect; % of control where 0% means no effect
# Target sequence (Q99816 whole entry, looked up): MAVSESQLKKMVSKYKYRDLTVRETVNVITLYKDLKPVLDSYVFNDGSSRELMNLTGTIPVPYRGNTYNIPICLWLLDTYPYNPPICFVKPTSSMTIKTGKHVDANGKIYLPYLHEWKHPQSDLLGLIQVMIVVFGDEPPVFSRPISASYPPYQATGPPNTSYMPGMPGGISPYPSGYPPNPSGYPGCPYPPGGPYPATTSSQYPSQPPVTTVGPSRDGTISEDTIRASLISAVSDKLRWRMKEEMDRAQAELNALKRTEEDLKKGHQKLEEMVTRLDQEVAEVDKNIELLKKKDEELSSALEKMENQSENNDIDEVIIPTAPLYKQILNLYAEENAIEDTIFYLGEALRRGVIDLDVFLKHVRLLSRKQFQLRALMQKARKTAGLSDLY
#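 Tsg101 binding domain (10 uM final) was mixed with compound and a FITC-labeled PTAP peptide (50 nM final) in HEPES pH 7.5 buffer with NaCl, Tween 20, EDTA and TCEP; fluorescence polarization was read after 20 min at r.t.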
# CXXC DNA block = MLL CXXC-DNA interaction inhibition; hit rate 0.037% among 290,000; MLL-CXXC / FITC-HOXA9 DNA fluorescence polarization; Potency, µM (top dose mostly 115 µM), without a hit: top-dose activity change, negative = inhibition, usual class: inhibitors; active means well fitted inhibition curve with a large enough effect in the polarisation, with a control signal flat, not every such curve was filed as active; inconclusive means small, poorly fitted or top-dose-only effect, or effect the other way, or a change in a side signal; inactive means no such curve, though single readings can be large or run the other way; the % refers to the polarisation; further: potency means the concentration at half of the fitted maximal effect
#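 Fluorescence polarization: 7 uM MLL-CXXC (stock) preincubated 5 min with compounds, then 50 nM fluorescein-HOX-A9 DNA (stock) added; 30 min ambient. Buffer 50 mM Tris-HCl pH 7.5, 50 mM NaCl, 1 mM DTT, 0.05% BSA.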
# B2AR arrestin = recruits beta-arrestin to the human beta2-adrenergic receptor; P07550; beta-arrestin recruitment to beta2AR, cell-based reporter; Potency, µM (titrated, usually from 46.1 µM), for the others: at the highest dose activation, hits mostly activators; hit rate 0.02% among 330,000;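 further: potency means the concentration at half of the fitted maximal effect; 0% = DMSO controls and full agonism = EC100 isoproterenol or metaproterenol; nearly all actives have a fitted effect of over 65% in size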
# Target sequence (P07550 whole entry, looked up): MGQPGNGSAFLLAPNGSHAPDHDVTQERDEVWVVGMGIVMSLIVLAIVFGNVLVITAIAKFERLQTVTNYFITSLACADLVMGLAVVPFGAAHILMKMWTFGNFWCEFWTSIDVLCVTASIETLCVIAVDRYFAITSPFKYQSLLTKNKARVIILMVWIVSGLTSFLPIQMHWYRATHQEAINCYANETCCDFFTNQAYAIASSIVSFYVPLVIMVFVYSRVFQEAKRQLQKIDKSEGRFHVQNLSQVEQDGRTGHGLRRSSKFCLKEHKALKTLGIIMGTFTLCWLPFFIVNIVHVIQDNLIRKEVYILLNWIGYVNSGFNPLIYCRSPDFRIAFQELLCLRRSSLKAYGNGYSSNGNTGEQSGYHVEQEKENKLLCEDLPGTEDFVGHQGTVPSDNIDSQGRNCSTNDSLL
# * = called active by the depositor; ? = inconclusive; . = no result given; [ ] = remark or other dose. Unless noted, the call rests on the fitted dose curve; in most records, active means well fitted curve in the direction sought with a large enough effect; inconclusive means small, poorly fitted or top-dose-only effect, or another doubt; inactive means no such curve, though single readings can be large; an effect the other way counts as inactive or inconclusive.
No.	molecule	CXXC DNA block	BRCA1 expr up	Integrin act MD	TCR act	TRPV1 ag
1	Cc1cc(=O)[nH]c(SCC(=O)Nc2nc(-c3ccccc3)c(-c3ccccc3)o2)n1	12%	-21%	-2%	-10%[46.1 µM]	15
2	Cn1c(COc2ccccc2)nnc1SCC(=O)NNC(=O)C1CCCCC1	0%	30%	-2%	3%	-1
3	CCCc1cc(=O)oc2cc(C)cc(OCC(=O)NCCCn3ccnc3)c12	2%	-40%	-15%	1%	0
4	O=C(CSCc1nc2ccccc2[nH]1)N1CCN(c2ccc(F)cc2)CC1	-2%	-47%	-36%	3%	-6
5	CCNC(=O)N1CCC(n2nccc2NC(=O)CCOc2ccccc2)CC1	9%	4%	?	0%	0
6	COc1ccccc1CN(CC(=O)NCC1CCCO1)C(=O)CNS(=O)(=O)c1ccc(C)cc1 (stereo not given)	-3%	-1%	-13%	-3%	-2
7	C=CCn1c(COc2cccc3ccc(C)nc23)nnc1SCC(=O)OC	1%	-2%	-27%	-4%	2
8	Cc1cc(C)n2cc(CSc3nc4cc(Cl)ccc4o3)nc2n1	9%	-25%	-21%	2%	13
9	Cc1onc(-c2c(Cl)cccc2Cl)c1-c1nc2cc(Cl)ccc2c(=O)o1	2%	-1%	40%	0%	.
10	CC(C)N1CCN(Cc2ccsc2)CC1CCO (stereo not given)	-7%	0%	12%	-10%	0

No.	PTAP TSG101 blk	p53 reactivator	B2AR arrestin	ELG1 repair inh	A-T KAP1 phos
1	-2%	1%	-4.6%	22%	5%
2	-1%	9%	0.2%	23%	0%
3	1%	7%	0.1%	-1%	-5%
4	-6%	8%	-0.2%	?	14%
5	-4%	15%	0.5%	13%	-8%
6	-5%	1%	-1.3%	8%	-1%
7	-6%	-4%	0.0%	14%	7%
8	-3%	-24%	0.0%	0%	1%
9	1%	-2%	-0.4%	-13%	6%
10	2%	2%	-0.5%	5%	-6%

# Further results follow:
No.	molecule	CXXC DNA block	BRCA1 expr up	Integrin act MD	TCR act	TRPV1 ag
11	Cc1ccc(Sc2cnn(-c3ccccc3)c(=O)c2Cl)cc1	8%	-82%	0%	2%	6
12	COc1ccc(CCN2C(=O)CC(NNC(=O)c3ccccc3Br)C2=O)cc1 (stereo not given)	7%	-2%	-13%	4%[46.1 µM]	-1
13	CC(=O)c1ccc(Sc2nnnn2-c2ccccc2)c([N+](=O)[O-])c1	11%	-73%	-57%[inhibitor]	-6%[46.1 µM]	4
14	COc1ccccc1/C=C1\SC(=S)N(CCC(=O)N2CCN(C)CC2)C1=O	12%	-16%	9%	-1%	-2
15	COc1cc(C2c3c(-c4ccccc4)n[nH]c3C(=O)N2c2ccccc2)ccc1O (stereo not given)	-4%	1%	7%	0%	1
16	CC(=O)c1ccc(NC(=O)COC(=O)c2c[nH]c3ccccc23)cc1	.	-18%	31%	3%	0
17	COc1ccc(N2CCN(C(=O)[C@@H](NC(=O)c3cc(OC)cc(OC)c3)C(C)C)CC2)cc1	26%	-11%	22%	7%	16
18	CNc1nc(Oc2ccc(=O)n(C)n2)nc(N2CCOCC2)n1	-10%	2%	-1%	1%	0
19	CCOc1ccccc1NC(=S)N1C2CCC1CC(NC(=O)NC13CC4CC(CC(C4)C1)C3)C2 (stereo not given)	11%	-33%	-21%	0%	-2
20	O=C(c1cccc(F)c1)N1CCN(c2cccc(C(F)(F)F)c2)CC1	-8%	-34%	2%	2%	24

No.	PTAP TSG101 blk	p53 reactivator	B2AR arrestin	ELG1 repair inh	A-T KAP1 phos
11	-1%	17%	0.1%	-3%	5%
12	0%	-4%	-0.1%	-20%	5%
13	0%	-20%	-0.8%	-11%	5%
14	1%	?	-0.3%	-14%	3%
15	-6%	-16%	-0.4%	-13%	13%
16	-8%	-2%	0.1%	-4%	1%
17	-6%	15%	0.0%	?	-1%
18	-4%	-4%	0.7%	?	16%
19	-11%	3%	-0.3%	?	-2%
20	-4%	?	-0.1%	-7%	-1%

# Further compounds
No.	molecule	CXXC DNA block	BRCA1 expr up	Integrin act MD	TCR act	TRPV1 ag
21	Cc1cccc(NS(=O)(=O)c2csc(C(N)=O)c2)c1C	9%	-3%	8%	2%	1
22	CC(C)(C)n1nnnc1C(c1ccc(Cl)cc1)N1CCSCC1 (stereo not given)	-9%	-27%	-13%	7%[46.1 µM]	23
23	Cc1cc(C)cc(NC(=S)NC2CC3CCCC(C2)N3CC(C)C)c1 (stereo not given)	2%	5%	-38%	0%	0
24	O=S1(=O)CCC(NC(=S)Nc2ccc(Cl)cc2)C1 (stereo not given)	6%	1%	-8%	4%[46.1 µM]	2
25	Cn1c(SCC(=O)NCc2cccs2)nnc1-c1ccc(O)cc1	0%	0%	-6%	5%	0
26	CC(/C=N/n1c(-c2ccc(C)cc2)n[nH]c1=S)=C\c1ccco1	3%	-44%	-15%	0%[46.1 µM]	23
27	CCCCn1nc2cc(C(=O)NCc3cc(C(F)(F)F)cc(C(F)(F)F)c3)ccc2c1OCC	4%	4%	14%	-8%	2
28	Cc1ccc(N/N=C2\CCS(=O)(=O)c3sccc32)cc1	-1%	-24%	-30%	0%	?
29	CCCCn1c(=O)c(CCC(=O)OCC(=O)NC(=O)NCCC(C)C)nc2ccccc21	8%	-12%	-5%	-3%	3
30	COc1cc(-c2nc(C)c(C(C)=O)n2O)ccc1OCC(=O)Nc1ccc(Cl)cc1	-6%	-15%	8%	8%	-3

No.	PTAP TSG101 blk	p53 reactivator	B2AR arrestin	ELG1 repair inh	A-T KAP1 phos
21	-5%	-6%	0.0%	-18%	1%
22	-1%	0%	3.0%	2%	4%
23	-5%	-2%	-0.2%	-2%	0%
24	2%	0%	-0.1%	8%	1%
25	0%	-1%	-1.1%	9%	-2%
26	-4%	4%	0.1%	3%	3%
27	-2%	4%	-0.1%	-15%	-2%
28	-3%	0%	-0.1%	0%	1%
29	-4%	-5%	-0.1%	4%	1%
30	1%	-4%	0.1%	?	0%

# Other results follow.
No.	molecule	CXXC DNA block	BRCA1 expr up	Integrin act MD	TCR act	TRPV1 ag
31	O=C(COc1cccc(-n2cnnn2)c1)NCCC1=CCCCC1	-4%	-3%	13%	3%	?
32	Cc1ccc2nc(-c3ccc(SCC(=O)Nc4ccc5c(c4)OCCO5)nc3)[nH]c2c1	-1%	-42%	15%	2%[46.1 µM]	3
33	Cc1ccc(S(=O)(=O)N(C)c2ccc(OC(=O)c3cc(=O)[nH]c4ccccc34)cc2)cc1	.	3%	.	-5%	.
34	CCCCCC(=O)O/N=C(\C)c1ccn(S(=O)(=O)c2ccccc2)c1	3%	-3%	-7%	1%	29
35	O=C(Cc1ccc(NC(=O)C2CCN(C(=O)C3CCC3)CC2)cc1)Nc1ccc(C(=O)N2CCOCC2)cc1	.	-3%	33%	-1%	.
36	Cc1cc(=O)[nH]c(NN=Cc2c(Cl)cccc2Cl)n1	.	27%	11%	2%	.
37	C/C(=N\NC(=O)c1cc(C)oc1C)c1ccc2c(c1)OCO2	-3%	-23%	4%	0%	18
38	CCN(C1CCCCC1)S(=O)(=O)c1ccc(S(=O)(=O)NCCc2ccncc2)cc1	-4%	-39%	-18%	.	?
39	COc1cccc(CC(=O)NCC2(N3CCCCC3)CCCCC2)c1	1%	-1%	21%	1%	1
40	Cc1ccc(C(=O)Nc2c3c(nn2C(C)(C)C)CS(=O)(=O)C3)cc1C	-3%	-1%	-20%[7.66 µM]	.	0
41	Nn1c(SCc2nc3ccccn3c2Br)nnc1-c1cccnc1	11%	-20%	?	2%	0
42	CC(=O)NC1(c2ccccc2)CCN(c2nc(C)cc(C)n2)CC1	1%	-7%	21%	-4%	2

No.	PTAP TSG101 blk	p53 reactivator	B2AR arrestin	ELG1 repair inh	A-T KAP1 phos
31	-9%	-1%	0.5%	-4%	5%
32	-2%	?	5.1%	?	0%
33	-6%	1%	2.6%	6%	-4%
34	-1%	-7%	0.4%	1%	5%
35	0%	.	.	.	.
36	-5%	.	.	.	.
37	-3%	9%	-1.0%	?	3%
38	.	7%	-0.7%	?	4%
39	-3%	-2%	0.1%	5%	2%
40	-6%	-11%	0.0%	9%	2%
41	-7%	-14%	0.1%	-6%	1%
42	-2%	-8%	-1.2%	1%	3%

# An excerpt from above in order of SMILES length, lowest first.
No.	molecule	CXXC DNA block	BRCA1 expr up	Integrin act MD	TCR act	TRPV1 ag
31	O=C(COc1cccc(-n2cnnn2)c1)NCCC1=CCCCC1	-4%	-3%	13%	3%	?
39	COc1cccc(CC(=O)NCC2(N3CCCCC3)CCCCC2)c1	1%	-1%	21%	1%	1
34	CCCCCC(=O)O/N=C(\C)c1ccn(S(=O)(=O)c2ccccc2)c1	3%	-3%	-7%	1%	29

No.	PTAP TSG101 blk	p53 reactivator	B2AR arrestin	ELG1 repair inh	A-T KAP1 phos
31	-9%	-1%	0.5%	-4%	5%
39	-3%	-2%	0.1%	5%	2%
34	-1%	-7%	0.4%	1%	5%

# Screens (PubChem)
